Screening data deposited in PubChem by Sanford-Burnham Center for Chemical Genomics.
hIAP block – human IAP inhibitors, primary screen, biochemical, luminescence, uHTS. 330,000 compounds, 0.12% hits. purified IAP, CDP-Star luminescence, 30 min. inhibition, % at 10 µM. Intestinal-type alkaline phosphatase (Homo sapiens), P09923;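 active means inhibition reaching a set limit with compound at 10 µM in the primary screen, cut at about 35% in these data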;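 further: plate controls were DMSO wells with enzyme for no effect and no-enzyme buffer wells for full effect; values of inactives mirror those of a sister screen read the other way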
Target sequence (P09923 whole entry, looked up): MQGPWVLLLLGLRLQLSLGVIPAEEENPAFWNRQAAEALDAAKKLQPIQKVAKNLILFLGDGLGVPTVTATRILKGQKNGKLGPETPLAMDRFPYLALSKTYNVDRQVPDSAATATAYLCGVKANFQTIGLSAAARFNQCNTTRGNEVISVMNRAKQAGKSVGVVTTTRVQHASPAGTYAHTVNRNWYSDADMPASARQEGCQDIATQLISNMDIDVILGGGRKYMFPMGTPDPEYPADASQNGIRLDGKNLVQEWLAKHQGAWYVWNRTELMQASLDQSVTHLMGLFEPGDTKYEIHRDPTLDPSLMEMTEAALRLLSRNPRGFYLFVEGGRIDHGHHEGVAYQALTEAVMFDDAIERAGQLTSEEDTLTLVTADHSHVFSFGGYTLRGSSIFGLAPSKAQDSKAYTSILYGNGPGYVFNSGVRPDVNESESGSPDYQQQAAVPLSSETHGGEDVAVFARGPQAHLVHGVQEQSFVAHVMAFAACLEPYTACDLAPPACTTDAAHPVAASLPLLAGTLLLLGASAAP
MPTP inh – mitochondrial permeability transition pore inhibitors, primary screen, biochemical, isolated mouse mitochondria, absorbance; Ca2+ swelling absorbance, 30 min; inhibition, % at 10 µM; 360,000 compounds, 1.4% hits; AID 602449, 2012;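 active means inhibition of 50% or more, scaled per plate between neutral and stimulator controls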;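 further: 0% = DMSO wells given calcium and 100% = 1 mM EGTA wells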
mIAP inh – inhibitors of mouse IAP, primary screen, biochemical, luminescence, uHTS. inhibition, % at 10 µM. purified mouse IAP, CDP-Star luminescence, 30 min. intestinal alkaline phosphatase [Mus musculus]. AID 2806, 2010. 330,000 compounds, 0.2% hits;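 active means inhibition of at least 40% at 10 µM in the primary screen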;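 further: plate controls were DMSO with enzyme for no effect and no enzyme wells for full effect; values of inactives mirror those of a sister screen read the other way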
APOBEC3G inh – APOBEC3G DNA deaminase inhibitors, primary screen, biochemical, fluorescence, single-stranded DNA substrate, uHTS; DNA dC->dU-editing enzyme APOBEC-3G (Homo sapiens), Q9HC16; recombinant A3G, ssDNA deamination FAM/TAMRA fluorescence; inhibition, % at 20 µM; 330,000 compounds, 0.28% hits;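 active means inhibition of at least 40% at 20 µM, with no more than 30% in the related APOBEC3A deaminase screen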;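 further: plate controls were DMSO wells with A3G for no effect and wells lacking A3G enzyme for full effect; some compounds called inactive have numbers as strong as hits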
Target sequence (Q9HC16 whole entry, looked up): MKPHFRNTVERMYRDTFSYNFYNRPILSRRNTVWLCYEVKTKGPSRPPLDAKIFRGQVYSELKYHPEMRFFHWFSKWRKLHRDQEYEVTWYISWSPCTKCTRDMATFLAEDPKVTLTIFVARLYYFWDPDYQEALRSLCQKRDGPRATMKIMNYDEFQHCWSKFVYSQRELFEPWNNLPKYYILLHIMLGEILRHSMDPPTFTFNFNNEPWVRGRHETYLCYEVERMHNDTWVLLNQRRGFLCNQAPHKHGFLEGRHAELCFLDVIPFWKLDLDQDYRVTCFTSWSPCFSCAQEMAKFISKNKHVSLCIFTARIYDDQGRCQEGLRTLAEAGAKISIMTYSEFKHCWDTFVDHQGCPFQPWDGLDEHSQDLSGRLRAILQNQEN
beta cell repl – inducers of MIN6 beta-cell proliferation, primary screen, ATP luminescence, uHTS; 330,000 compounds, 0.29% hits; AID 2380, 2010; MIN6 cells proliferation, ATPlite luminescence, 48 h; cells starved in 0.2% serum; 100% = growth in 10% serum; proliferation, % at 10 µM;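 active means compounds whose signal lies at least 3.5 SD above the mean of all wells on their plate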;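 further: 0% = DMSO-treated cells in low-serum medium and 100% = 10% serum control; some compounds called inactive have numbers as strong as hits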
hIAP activ – human IAP activators, primary screen, biochemical, luminescence, uHTS; Intestinal-type alkaline phosphatase (Homo sapiens), P09923; purified human IAP, CDP-Star luminescence, 30 min; stronger effect = higher value; 1 = vehicle-only enzyme, 0 = enzyme-free background; activation factor at 10 µM; 330,000 compounds, 0.16% hits; AID 2524, 2010;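 active means activation factor of the enzyme at least 2-fold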; further: the source names both 10 and 20 µM as test concentration; values of inactives mirror those of a sister screen read the other way
A3A deaminase – APOBEC3A ssDNA deaminase inhibitors, primary screen, selectivity assay for APOBEC3G inhibitor project, biochemical, FAM/TAMRA oligo cleavage fluorescence. 330,000 compounds, 0.41% hits. AID 493011, 2011. DNA dC->dU-editing enzyme APOBEC-3A (Homo sapiens), P31941. recombinant A3A, FAM/TAMRA ssDNA deamination fluorescence. inhibition, % at 20 µM;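 active means at least 40% inhibition at 20 µM here, with at most 30% in a related deaminase screen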;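 further: plate controls were A3A with DMSO for no effect and wells lacking A3A enzyme for full effect; some results filed as inactive read as strong as hits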
ATG4B inh – ATG4B protease inhibitors, primary screen, biochemical, fluorescence, uHTS. Cysteine protease ATG4B (Homo sapiens), Q9Y4P1. ATG4B cleavage of LC3-PLA2, NBD-HPC fluorescence, 1 h. inhibition, % at 8.33 µM. 340,000 compounds, 0.51% hits. AID 504462, 2011; in the data active means inhibition above about 40%
mIAP act – activators of mouse IAP, primary screen, biochemical, luminescence, uHTS; 330,000 compounds, 0.24% hits; muIAP, CDP-Star luminescence, 30 min; stronger effect = higher value; 1 = vehicle-only enzyme signal, 0 = enzyme-free wells; intestinal alkaline phosphatase [Mus musculus]; activation factor at 10 µM;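 active means activation factor of at least 2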; further: the source names both 10 and 20 µM as test concentration; values of inactives mirror those of a sister screen read the other way
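Assay system: mouse IAP enzyme; Reagent: CDP-Star chemiluminescent phosphatase substrate; Compound: DMSO-dissolved test compounds; Incubation: 30 min, room temperature; Technique: luminescence from enzymatic CDP-Star hydrolysis; Controls: DMSO-only wells and no-enzyme negative control.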
An asterisk follows results filed as active.

Below each compound: hIAP block | MPTP inh | mIAP inh | APOBEC3G inh | beta cell repl | hIAP activ | A3A deaminase | ATG4B inh | mIAP act
1) CCCCN1C(C(=O)Nc2cc(C)on2)=C(O)c2ccccc2S1(=O)=O
→ -9 | 3.8 | 3 | -7 | -2 | 1.1 | 0 | 1 | 0.97
2) O=C(CN1CCC(NC(=O)Nc2ccccc2-c2ccccc2)CC1)NCc1ccco1
→ 14 | 0.8 | -2 | 1 | 5 | 0.86 | -1 | 6 | 1
3) Cc1ccc(S(=O)(=O)C2(C(=O)N(C)C3CCCCC3)CC2)cc1
→ 0 | -1.3 | -5 | -5 | 3 | 1 | -8 | 2 | 1
4) O=C(Nc1ccccc1N1CCN(C(=O)c2ccccc2)CC1)c1ccc2c(c1)OCO2
→ 4 | 4.1 | -1 | -1 | 0 | 0.96 | -1 | -2 | 1
5) Cc1ccc(S(=O)(=O)/N=C(/Nc2cccc(O)c2)c2ccccc2)cc1
→ 1 | -2.2 | 9 | -9 | 0 | 0.99 | -1 | -9 | 0.91
6) CC(C)(C)NC(=O)CN(CCN1CCOCC1)C(=O)CNS(=O)(=O)c1ccccc1
→ 1 | 0.5 | 2 | -7 | -2 | 0.99 | -1 | -2 | 0.98
7) COc1cc(-c2nnc(-c3ccccc3)o2)cc(OC)c1OC
→ -4 | -1.9 | 7 | -1 | 0 | 1 | -2 | 1 | 0.93
8) COc1cc(CN2CCNC(=O)C2CC(=O)NCCc2ncccc2C)cc(OC)c1 (centres undefined)
→ 12 | -0.6 | 6 | -8 | -2 | 0.89 | -4 | 9 | 0.94
9) O=C(Nc1ccccc1N1CCCCC1)c1ccc(-c2cccc(Cl)c2)o1
→ -10 | 29 | 5 | -3 | 0 | 1.1 | 1 | -7 | 0.95
10) N#Cc1cc2ccccc2nc1N
→ 8 | -0.2 | -3 | -11 | 1 | 0.92 | 0 | -5 | 1
11) CC1(C)C(=O)OC(/C=C/c2cccc([N+](=O)[O-])c2)C(C)(C)C1=O (centres undefined)
→ -22 | 0.2 | 0 | 1 | -2 | 1.2 | -1 | 1 | 1
12) Cc1ccc2nc(SCC(=O)N3CCN(c4ccccc4)CC3)[nH]c2c1
→ 8 | 3.1 | 2 | -7 | -1 | 0.92 | -4 | 1 | 0.98
13) COc1ccc(CCNC(=O)c2ccc([N+](=O)[O-])cc2Cl)cc1OC
→ 1 | 1.2 | 7 | 1 | -1 | 0.99 | 1 | -8 | 0.93
14) COc1ccc(C(=O)NC(=S)N(CCC(C)C)c2c(N)n(Cc3ccccc3)c(=O)[nH]c2=O)cc1
→ 4 | 0.4 | 5 | -8 | 0 | 0.96 | -5 | 3 | 0.95
15) CCc1ccc2[nH]c(=O)c(CN(CCN3CCCC3)C(=O)NC3CCCCC3)cc2c1
→ 8 | -2.8 | 2 | -1 | -3 | 0.92 | -18 | 1 | 0.98
16) Cc1ccc(-c2csc3ncn(CC(=O)O)c(=O)c23)cc1C
→ -4 | -0.4 | -5 | -7 | -4 | 1 | -3 | -2 | 1
17) Cc1onc(-c2ccccc2Cl)c1C(=O)NNC(=O)c1ccccc1F
→ -16 | 0.4 | -4 | 2 | -3 | 1.2 | -2 | -5 | 1
18) Cc1cc(C)c(S(=O)(=O)NCc2cccnc2)c(C)c1
→ -1 | 0.5 | -3 | 0 | -1 | 1 | 2 | -5 | 1
19) O=C(c1cccs1)N(Cc1ccco1)C1CCS(=O)(=O)C1 (centres undefined)
→ 5 | -1.3 | 2 | -3 | -1 | 0.95 | 2 | -5 | 0.98
20) CCOC(=O)c1cccnc1NC(=O)c1ccccc1
→ -11 | 0.8 | -1 | -3 | -2 | 1.1 | -1 | 1 | 1
21) Cc1[nH]c(C)c(S(=O)(=O)N2CCCCC2)c1C(=O)N1CCCC1
→ -5 | -1.1 | -2 | -6 | -1 | 1 | -4 | -6 | 1
22) COC(=O)c1ccc(-c2cc(CC3(C(=O)OC)CCN(C(=O)OC(C)(C)C)CC3)on2)cc1
→ -6 | 0.5 | 9 | -10 | 0 | 1.1 | -5 | -1 | 0.91
23) COc1ccc(OC)c(NC(=O)NNS(=O)(=O)c2ccc(C)cc2C)c1
→ 30 | -1.5 | -6 | 2 | 2 | 0.7 | 0 | -8 | 1.1
24) O=C(Cn1cccc1C(=O)c1ccccc1)NCc1ccc2c(c1)OCO2
→ -13 | 1.1 | -13 | -4 | -3 | 1.1 | -6 | -11 | 1.1
25) CCCCOc1ccc(C(=O)Nc2ccc3c(c2)OCO3)cc1
→ 7 | 1.2 | 1 | 8 | -1 | 0.93 | 5 | -9 | 0.99
26) Cc1cc(C)c(OCCN2C(=O)NC(C)(C)C2=O)c(Cl)c1
→ -5 | -0.5 | 0 | -5 | -3 | 1.1 | -2 | -1 | 1
27) O=C(CCn1c(=O)sc2ccccc21)Nc1nc2ccccc2s1
→ 0 | -0.1 | 10 | -7 | -3 | 1 | -2 | -15 | 0.9
28) O=C(NC(c1ccccc1)c1ccccc1)C1CCCO1 (centres undefined)
→ -1 | -2.9 | -2 | -4 | -1 | 1 | 1 | -1 | 1
29) Cc1ccc(C(=O)NCC(=O)OC(C)C(=O)Nc2ccccc2[N+](=O)[O-])s1 (centres undefined)
→ -14 | -2.3 | 9 | -2 | 0 | 1.1 | 0 | -3 | 0.91
30) CN(CC(=O)Nc1cccc(F)c1)C(=O)c1cc(S(=O)(=O)N2CCCCC2)ccc1N1CCOCC1
→ -8 | -2.6 | -15 | -8 | 0 | 1.1 | 1 | -10 | 1.1
31) CC(=O)CC(=O)NC1C2CC3CC(C2)CC1C3 (centres undefined)
→ 6 | -1.5 | 1 | -2 | 0 | 0.94 | 0 | 1 | 0.99
32) COc1ccc(CNC(=O)C(Cc2ccccc2)n2cccc2)cc1 (centres undefined)
→ 8 | 1.6 | -11 | -8 | -3 | 0.92 | -4 | -4 | 1.1
33) CCC(=O)Oc1c(S(=O)(=O)c2ccc(C)cc2)c(C)nn1C(C)(C)C
→ -17 | -0.3 | -8 | 1 | -4 | 1.2 | -6 | -3 | 1.1
34) O=C(NC1CCCCCCC1)C1CCN(S(=O)(=O)N2CCC3(CC2)OCCO3)CC1
→ -1 | 0.2 | 6 | 1 | -2 | 1 | -1 | -13 | 0.94
35) O=C(NCC(=O)N1CCN(C(c2ccccc2)c2ccccc2)CC1)c1ccccc1F
→ -10 | 0.8 | -12 | 4 | -3 | 1.1 | 2 | -2 | 1.1
36) CCCCNC(=O)CCn1c(=O)c2cccn2c2ccc(F)cc21
→ -4 | -1.2 | 6 | -5 | 0 | 1 | 0 | 8 | 0.94
37) CCCc1cc(C(=O)Nc2cccc(Cl)c2C)no1
→ -6 | 2.2 | -9 | 0 | -2 | 1.1 | -2 | 11 | 1.1
38) O=C(Nc1nc2ccc(S(=O)(=O)N3CCOCC3)cc2s1)c1cccs1
→ 9 | -0.5 | -1 | -10 | -3 | 0.91 | -4 | -4 | 1
39) COc1cc(O)c(C(CC(=O)N2CCCC2)c2ccc(N(C)C)cc2)c(OC)c1 (centres undefined)
→ 17 | 0.1 | -8 | -9 | -3 | 0.83 | -7 | 3 | 1.1
40) Cc1cc(C(=O)COc2ccc(Br)cc2F)c(C)n1C1CC1
→ -1 | -1.2 | 5 | -3 | -7 | 1 | -4 | 5 | 0.95
41) CCS(=O)(=O)N1CCC(NC(=O)C(Cc2cc(OC)ccc2OC)NC(C)=O)CC1 (centres undefined)
→ -1 | -1.9 | -7 | -6 | 1 | 1 | 3 | -5 | 1.1
42) CC(C)NC(=O)NC(=O)COC(=O)C1CCCN1C(=O)c1cccs1 (centres undefined)
→ -3 | 12 | 6 | -3 | 0 | 1 | 6 | -10 | 0.94
43) CCCSc1n[nH]c(NC(C)=O)n1
→ -3 | -0.9 | 7 | 3 | -2 | 1 | 2 | -4 | 0.93
44) Cn1c(SCC(=O)c2ccc(-c3ccccc3)cc2)nnc1-c1ccco1
→ 6 | 3.9 | 8 | -7 | 3 | 0.94 | -3 | 3 | 0.92
45) Cn1c(=O)c2c(nc(NCc3ccco3)n2C)n(C)c1=O
→ 8 | -1.7 | -2 | 0 | -1 | 0.92 | 4 | -4 | 1
46) CCNC(=O)c1ccc(NS(=O)(=O)c2ccccc2)cc1
→ 1 | 0.8 | -1 | -2 | -2 | 0.99 | 1 | 5 | 1
47) COc1cc2[nH]c(=O)n(Cc3ccc(C(=O)NCCCN4CCC(C)CC4)cc3)c(=O)c2cc1OC
→ 0 | -0.7 | 3 | 0 | -1 | 1 | 3 | -7 | 0.97
48) CC(=O)N/C(=C\c1ccc2c(c1)OCO2)C(=O)NC(C(=O)O)c1ccccc1 (centres undefined)
→ 7 | 0.1 | 7 | -2 | -1 | 0.93 | 4 | -4 | 0.93
49) COC(=O)CCCN1C(=O)c2cccc3cccc(c23)C1=O
→ 14 | 0.4 | 7 | -4 | -1 | 0.85 | -2 | -2 | 0.93
50) CC(NC(=O)/C=C/c1ccco1)c1nc2ccccc2n1Cc1ccccc1F (centres undefined)
→ 3 | 1.2 | 3 | -8 | -5 | 0.97 | -1 | -2 | 0.97

Next section.
Below each compound: hIAP block | MPTP inh | mIAP inh | APOBEC3G inh | beta cell repl | hIAP activ | A3A deaminase | ATG4B inh | mIAP act
51) CS(=O)(=O)c1ccc(NC(=O)C2CCCN(C(=O)c3ccc(Cl)cc3)C2)cc1 (centres undefined)
→ 8 | 0.2 | -6 | -3 | -1 | 0.93 | 2 | 2 | 1.1
52) CCOCC(=O)N1CCN(Cc2ccc3c(c2)OCO3)CC1
→ 10 | 0.0 | -6 | -8 | -5 | 0.91 | -8 | 12 | 1.1
53) Cc1cccc(Cn2c(C)nc3c(N)c(C)c(C)cc32)c1
→ -7 | -0.4 | 5 | -7 | 2 | 1.1 | -3 | -5 | 0.95
54) Cc1ccsc1/C=N/Nc1ccc(F)cc1F
→ 11 | 1.2 | -2 | 1 | -2 | 0.89 | 5 | 12 | 1
55) OC(CNCc1ccccc1F)(c1ccc(F)cc1)c1ccc(F)cc1
→ -4 | 3.1 | -1 | -2 | -5 | 1 | -1 | 26 | 1
56) COc1ccc(N(CC(=O)NCC2CCCO2)S(=O)(=O)c2c(C)noc2C)cc1 (centres undefined)
→ -3 | 1.5 | 5 | -6 | -1 | 1 | -5 | -9 | 0.95
57) O=C(COC(=O)CN1C(=O)c2ccccc2C1=O)Nc1cccc(F)c1
→ -16 | -3.2 | 11 | -3 | 0 | 1.2 | -2 | -5 | 0.89
58) CC(C)C(=O)Nc1cccc(C(=O)Nc2cc([N+](=O)[O-])ccc2F)c1
→ 13 | 1.9 | 12 | -6 | 0 | 0.87 | -2 | -4 | 0.88
